S1P4 antag = S1P4 receptor antagonists, primary screen, cell-based. S1P4-expressing cells, antagonist mode, reporter read-out. Sphingosine 1-phosphate receptor 4 (Homo sapiens), O95977. AID 1510, 2009. actives 0.26% (n = 220,000). inhibition, % at 4.98 µM; in the data active = inhibition above about 29%;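 also: 0% = wells stimulated with agonist and 100% = vehicle wells without agonist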
Target sequence (O95977 whole entry, looked up): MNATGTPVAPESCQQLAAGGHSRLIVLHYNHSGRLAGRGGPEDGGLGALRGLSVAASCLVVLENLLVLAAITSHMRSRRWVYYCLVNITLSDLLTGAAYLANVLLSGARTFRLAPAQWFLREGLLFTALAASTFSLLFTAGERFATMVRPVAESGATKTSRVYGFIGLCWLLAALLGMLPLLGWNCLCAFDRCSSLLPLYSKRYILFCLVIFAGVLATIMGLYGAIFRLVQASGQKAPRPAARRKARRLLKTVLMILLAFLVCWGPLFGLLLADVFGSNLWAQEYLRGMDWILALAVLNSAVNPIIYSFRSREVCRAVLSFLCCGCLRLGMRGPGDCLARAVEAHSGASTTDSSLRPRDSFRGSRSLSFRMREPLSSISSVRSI
CHOP inhibitor = inhibitors of CHOP promoter induction, primary screen, cell-based, unfolded protein response, luciferase reporter; CHO-K1 CHOP-promoter luciferase, tunicamycin-induced, 15-18 h; inhibition, % at 10 µM; actives 3.8% (n = 220,000); AID 2732, 2010;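 active = compounds that reduced the stress-induced luciferase reporter signal by more than about 70% of percent inhibition, limit read from the data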;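 also: 0% = tunicamycin plus vehicle and 100% = wells without tunicamycin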
S1P4 agonist = S1P4 receptor agonists, primary screen, cell-based | actives 0.35% (n = 220,000) | AID 1509, 2009 | Sphingosine 1-phosphate receptor 4 (Homo sapiens), O95977 | S1P4-expressing cell line, agonist reporter assay | activation, % at 4.98 µM; in the data active = activation above about 11%;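 also: 0% = DMSO vehicle and 100% = reference agonist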
NPY-Y1 antag = NPY-Y1 receptor antagonists, primary screen, cell-based | HEK293-CNG Y1 cells, membrane potential fluorescence; NPY at EC95, then isoproterenol | Neuropeptide Y receptor type 1 (Homo sapiens), P25929 | inhibition, % at 3.6 µM | actives 1% (n = 200,000);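 active = inhibition above the campaign mean inhibition of all tested compounds plus 3 SD, cut at about 20% in these data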;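 also: 0% = DMSO wells given NPY plus isoproterenol and 100% = isoproterenol alone without NPY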
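Material: Y1- and CNG-channel-expressing HEK293 cells / Probe or stimulus: NPY 25 nM then isoproterenol 1 µM plus Ro 20-1724 25 µM / Doses: 3.6 µM single dose, DMSO 0.4% / Schedule: compound incubation 1 h at room temperature, readout 45 min post-stimulation / Signal: membrane potential fluorescence / Benchmarks: isoproterenol-only wells as full block versus NPY-plus-isoproterenol wells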
NPY-Y2 PAM-ag = NPY-Y2 potentiators or agonists, primary screen, cell-based; cells expressing NPY-Y2, potentiator/agonist read-out; activation, % at 3.6 µM; actives 0.45% (n = 220,000); in the data active = activation above about 27%;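 also: cells stimulated with NPY near EC25 plus isoproterenol at EC100; 0% = vehicle plus submaximal agonist and 100% = vehicle plus saturating agonist; some results beyond the cut were filed as inactive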
Target sequence (P49146 whole entry, looked up): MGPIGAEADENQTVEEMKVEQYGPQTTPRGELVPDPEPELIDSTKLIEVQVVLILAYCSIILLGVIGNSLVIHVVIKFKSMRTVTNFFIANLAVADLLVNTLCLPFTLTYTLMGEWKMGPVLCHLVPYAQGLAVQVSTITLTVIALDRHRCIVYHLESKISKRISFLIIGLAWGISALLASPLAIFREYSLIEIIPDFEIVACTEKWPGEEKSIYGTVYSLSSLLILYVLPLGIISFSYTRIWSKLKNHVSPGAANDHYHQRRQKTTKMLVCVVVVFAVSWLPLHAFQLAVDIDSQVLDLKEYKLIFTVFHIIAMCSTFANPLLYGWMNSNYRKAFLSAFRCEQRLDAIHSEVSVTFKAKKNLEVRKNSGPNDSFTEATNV
NPY-Y1 PAM-ag = NPY-Y1 receptor potentiators or agonists, primary screen, cell-based; actives 0.37% (n = 220,000); Neuropeptide Y receptor type 1 (Homo sapiens), P25929; NPY-Y1 expressing cells, potentiator/agonist activation; activation, % at 3.6 µM; AID 1304, 2008; in the data active = activation above about 33%, passing the limit was not always enough;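 also: cells stimulated with NPY at EC10 then isoproterenol at EC100; 0% = low agonist plus stimulus and 100% = saturating agonist plus stimulus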
p47phox inh = p47phox/p22phox peptide binding inhibitors, primary screen, biochemical, uHTS, NADPH oxidase regulatory subunit. inhibition, % at 24.7 µM. actives 0.53% (n = 220,000). fluorescence polarization, 2 h. Neutrophil cytosol factor 1 (Homo sapiens), P14598;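 active = inhibition above about 30%, limit read from the data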;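 also: 0% = p47phox with labelled peptide and 100% = labelled peptide alone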
BaF3 parental = parental Ba/F3 cell viability inhibition, counter-screen for JAK2V617F inhibitor project, murine pro-B, CellTiter-Glo luminescence; inhibition, % at 5.6 µM; AID 1486, 2009; actives 1.1% (n = 220,000); CellTiter-Glo ATP luminescence;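 active = inhibition above a per-campaign cutoff, the mean inhibition of all tested compounds plus 3 SD, cut at about 27% in these data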;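 also: 0% = DMSO wells and 100% = JAK Inhibitor I control wells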
Ba/F3 V617F tox = reduced viability of JAK2V617F-dependent Ba/F3 cells, primary screen, JAK2V617F inhibitor project, cell-based, Ba/F3 EpoR-JAK2V617F, luminescence; ATP luminescence; actives 1.1% (n = 220,000); inhibition, % at 5.6 µM;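 active = inhibition above the campaign mean plus 3 SD over all tested compounds, cut at about 24% in these data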;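 also: cytokine-independent growth of Ba/F3 cells driven by EpoR plus mutant JAK2; 0% = DMSO-treated cells and 100% = JAK inhibitor I control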
* marks the source's active call; other numbers are inactive results; . = no result given.

Results follow in this order: S1P4 antag, CHOP inhibitor, S1P4 agonist, NPY-Y1 antag, NPY-Y2 PAM-ag, NPY-Y1 PAM-ag, p47phox inh, BaF3 parental, Ba/F3 V617F tox
1. O=S(=O)(NCc1ccco1)c1cnc(Cl)c(Cl)c1
 : 21.6, -45.5, 0.2, ., 8.8, -5.2, 7.1, -2.0, 2.3
2. COCC(=O)NNC(=O)c1ccc(OC)cc1
 : -13.4, 7.0, 1.7, 3.0, 2.1, -7.8, -3.8, 9.8, -1.5
3. Cc1ccc(NC(=O)COc2ccc(/C=N/NC(=O)CSCc3ccccc3)cc2)cc1
 : -9.7, 40.8, -2.9, -1.0, 2.1, 8.7, -16.6, -3.4, -1.3
4. Cc1nn(CC(=O)N2CCN(Cc3ccccc3)CC2)c(=O)c2ccccc12
 : -8.5, 15.6, 1.0, -3.9, 18.1, 9.7, 4.5, 8.0, -0.1
5. COc1ccc(-n2c(O)c(Cc3ccccc3)c(=O)n3nc(-c4ccccc4)c(=O)cc23)cc1
 : -3.3, 26.1, 3.0, 9.8, 0.1, -27.7, -21.5, 4.9, -2.7
6. Cc1ccccc1C(=O)NC1CCN(CC(=O)Nc2ccc3c(c2)OCO3)CC1
 : -21.5, -4.8, 0.1, 9.5, -8.5, 0.6, -0.2, 7.9, 2.7
7. Cn1ncc2c(Nc3ccccc3Br)ncnc21
 : -8.9, 30.9, -1.1, -0.4, 14.3, 9.5, -12.1, 4.7, -0.4
8. COc1ccc(S(=O)(=O)Nc2ccccn2)cc1C
 : -9.4, -14.4, 1.9, 1.1, 7.5, -4.3, 4.0, 2.0, 2.0
9. COc1cccc(OCC(O)CN2CCOCC2)c1 (stereo not given)
 : -10.3, -4.2, 2.2, -6.1, 44.8*, 59.8*, -0.2, 2.7, 2.9
10. COC(=O)/C=c1/s/c(=C(\C#N)C(=O)NCc2ccco2)n(-c2ccc(C)cc2)c1=O
 : -1.0, -34.8, 0.5, 0.8, 2.6, -3.0, 9.4, -1.0, -2.8
11. O=C(c1ccco1)N1CCCN(Cc2cn[nH]c2-c2ccc(-c3ccccc3)cc2)CC1
 : 11.8, 23.8, 3.0, -2.1, 2.9, 10.9, -8.0, 4.8, -1.9
12. COc1ccc(Cn2c3ccc(OC)cc3c3nc4ccccc4nc32)cc1
 : -13.5, 58.2, 2.1, 6.6, 7.8, -14.1, 16.4, 1.8, -0.2
13. CC(C)COc1ccc(S(=O)(=O)NNC(=O)c2cc3ccccc3o2)cc1
 : -12.4, 67.2, 0.5, 6.0, -22.9, -20.9, -6.2, 1.9, -3.6
14. CC(C)(C)c1nc2cc(Cl)c([N+](=O)[O-])cc2o1
 : -16.4, 42.9, -1.3, 7.9, 0.4, 14.1, -8.3, 4.2, 1.0
15. CCOC(=O)c1c(C)cccc1OCC(N)=O
 : 7.3, 43.1, 3.9, 2.1, -6.5, -12.5, -24.8, 6.1, 2.8
16. O=C(COC(=O)Cc1ccc(Cl)cc1)Nc1ccccc1-c1ccccc1
 : -8.2, 37.3, 1.0, 4.6, -13.7, -24.1, -6.0, 0.3, -1.6
17. CC1CCN(CCCNC(=O)c2ccc(CSCc3cccc(Cl)c3)o2)CC1
 : -5.3, 23.3, 0.3, 12.1, -7.1, -24.5, -7.9, 7.6, -1.0
18. COc1ccc(C(=O)N(Cc2ccco2)Cc2cccs2)c(O)c1
 : -4.4, 26.4, 2.2, 3.8, 3.7, 14.2, -5.9, 6.2, 2.5
19. O=C(Oc1ccc2c(c1)OCO2)c1ccc(Br)c(S(=O)(=O)N2CCOCC2)c1
 : -5.4, -15.5, 1.1, 8.6, -2.6, -20.6, -12.9, 2.8, 0.7
20. CCCOc1ccc(-c2nc(OCC)c3ccccc3n2)cc1
 : 12.2, 42.2, -2.2, 6.2, -4.7, 5.8, -10.5, -0.3, -3.2
21. CCN(Cc1ccccc1)S(=O)(=O)c1ccc(S(=O)(=O)N(Cc2ccccn2)Cc2ccco2)cc1
 : -0.9, -13.0, 0.7, -1.2, -12.2, -27.6, -3.6, 0.9, -3.6
22. O=C1N(C2CCCC2)C[C@@H]2C[C@@H](c3cccn3-c3ccccn3)N3CCC[C@@]123
 : -14.0, 17.1, 0.4, 6.2, 2.8, -4.8, -1.5, 2.4, -0.9
23. COc1ccc(CCNC(=O)CSc2ncn[nH]2)cc1
 : 0.9, -4.8, 0.3, -1.6, 2.4, -2.6, -4.1, 6.8, 2.5
24. O=C1CC(c2ccccc2)n2nc(NC(=O)c3ccccc3)nc2N1 (stereo not given)
 : 8.9, 5.8, 0.5, -1.9, -0.3, 14.7, 3.0, -0.9, -4.4
25. CC(C)(C)OC(=O)N1CCC(CNC(=O)Nc2ccccc2)CC1
 : -1.4, -6.1, 0.3, ., -16.6, 19.9, -20.4, -2.6, -4.9
26. Cc1ccc(C2=NC3(CCCCC3)N=C2SCC(=O)Nc2ccc3c(c2)OCCO3)cc1
 : 6.0, 35.7, 0.4, 3.3, 2.8, -3.6, -14.1, 6.0, -3.0
27. CN(C)CCOc1cccc(Br)c1
 : -13.2, -4.2, 0.4, 6.8, -11.3, 3.4, -3.7, 3.6, 1.6
28. CN1CCN(CCC(=O)Nc2cccc(Br)c2)CC1
 : 8.2, 10.1, 0.9, ., -2.0, 16.6, -3.1, -0.2, -0.2
29. CCN(CC)CCNc1nc(-c2ccc(OC)cc2)c(-c2ccc(OC)cc2)s1
 : 12.1, -6.5, 1.2, ., -3.4, 24.1, -7.9, -6.5, -0.3
30. COc1ccc(-c2cc(C(F)(F)F)n3nc(C(=O)O)cc3n2)cc1OC
 : -8.3, -26.0, 0.1, 2.4, 23.5, 9.6, -17.0, -0.6, -3.0
31. CC(C)CCN(CCC(C)C)C(=O)Cc1c(O)c2ccccc2[nH]c1=O
 : -17.4, -15.0, 1.2, ., -15.0, 7.2, -10.4, 0.9, 0.1
32. Cc1ccccc1Nc1nn2c(=O)c3ccccc3nc2s1
 : -7.9, -10.0, 1.4, -1.3, -21.4, 0.8, 10.6, 5.4, -0.1
33. C=CCOC(=O)C1=C(C)OC(N)=C(C#N)C1c1ccco1 (stereo not given)
 : -3.6, 13.2, -0.7, ., 1.3, 6.5, -8.5, -1.2, -5.0
34. CC(C)c1ccccc1NC(=O)CCc1nc2ccccc2s1
 : -12.5, 11.8, -0.1, 5.0, -4.3, 2.6, 0.1, 10.1, 1.3
35. COc1cc(NS(=O)(=O)c2ccc(NC(=O)/C(=C\c3ccccc3OC)NC(=O)c3ccccc3)cc2)nc(OC)n1
 : 6.0, 35.5, -2.1, -4.3, -2.5, 0.4, -13.9, -0.8, 2.0
36. CCCc1cc(C(N)=O)c(NC(=O)c2ccco2)s1
 : -19.4, 10.1, -0.6, -2.5, 15.8, 3.6, -4.4, 3.5, -1.1
37. Cc1ccc(NC(=O)C(=O)NCCN2CCN(C(=S)Nc3ccccc3)CC2)cc1
 : -15.1, 29.4, -2.4, -1.0, -3.0, 4.4, -7.4, 9.2, -4.7
38. O=C(c1ccc2c(c1)OCO2)C1CCCN(Cc2cn[nH]c2-c2cccc(F)c2)C1 (stereo not given)
 : -5.3, -1.2, -0.5, 7.7, -4.1, -13.8, 1.8, 4.5, -0.8
39. C=CCc1cc(C=O)cc(OCC)c1OCc1ccc(Cl)cc1
 : -7.6, 70.6*, 0.6, -1.6, -0.4, -39.2, -27.8, 3.7, -0.9
40. Cn1c(=O)c2c(nc(N3CCOCC3)n2CCNC2=NCCC2)n(C)c1=O
 : -6.5, ., -3.5, 1.5, -8.0, -5.8, ., -1.0, -4.6
41. CCOC(=O)N1CCC(N2C(=O)c3ccccc3C2Nc2ccccc2C)CC1 (stereo not given)
 : -7.4, -19.8, 2.2, -1.7, -13.9, -3.2, -1.0, 0.8, -0.8
42. COc1ccc(Nc2ncnc3sc(-c4ccccc4)cc23)cc1OC
 : -9.6, 43.7, 1.0, -0.5, 5.9, -16.0, -40.5, 6.4, 0.9
43. O=C(OCC(=O)c1cccs1)c1ccc(NC(=O)c2ccco2)cc1
 : -6.2, 0.7, -0.6, -4.3, 6.3, 4.5, -20.1, 2.8, -0.6
44. CCOC(=O)C(Cc1c(F)cccc1Cl)c1ccno1 (stereo not given)
 : -0.5, 6.1, -2.2, 10.1, 12.4, 5.9, -7.2, 1.1, -4.9
45. Cc1ccc2cc(NC(=O)Cc3ccccc3)ccc2n1
 : 5.2, -1.5, -0.7, ., 6.0, -13.2, 2.7, -4.7, 0.2
46. O=C(/C=C/c1ccc(F)cc1)NNC(=O)CCN1CCN(Cc2ccccc2)CC1
 : -27.1, 27.8, 2.3, 11.8, 2.4, -7.9, -4.9, 8.7, 0.9
47. COC(=O)C1=C(C)N(Cc2cccnc2)C(=O)C1
 : -2.6, -5.3, 0.6, 1.3, 11.5, -1.9, -12.1, -1.6, -5.8
48. Cc1cc(C)n2c(SCC(=O)N3CCN(S(=O)(=O)c4ccc(Cl)cc4)CC3)nnc2n1
 : 1.7, 0.8, -3.9, 3.2, -4.1, 3.7, -2.7, 3.1, -0.3
49. CC(C)N(C(=S)NCc1ccccc1)C(C)C
 : -2.2, -1.9, 0.0, 0.0, -0.8, 14.6, 1.7, 4.0, -1.1
50. O=C(NCc1cccs1)c1cc(C2CC2)on1
 : -1.8, -14.3, -0.2, -3.3, 3.4, 21.9, -21.8, 2.2, -3.0
51. CC(=O)c1ccc(OCCCC(=O)NC2CCCc3ccccc32)cc1 (stereo not given)
 : -8.8, 18.9, 2.3, 5.2, -7.6, -13.9, -74.5, 5.4, 2.1
52. O=C(NC1CCCCC1)c1nn2c(C(F)(F)F)cc(-c3ccco3)nc2c1Br
 : -8.1, -8.5, -0.3, -1.4, 4.6, 10.3, -40.6, 5.2, 2.2
53. COc1cccc(C(=O)NC2CC3CCCC(C2)N3CC(=O)Nc2ccc(N(C)C)cc2)c1 (stereo not given)
 : -6.3, 15.1, -1.5, -1.5, 1.1, 7.6, -3.6, 6.9, 4.3
54. CC(C)CNC(=O)c1cccc(NC(=O)COc2cccc([N+](=O)[O-])c2)c1
 : -7.7, 7.4, -0.1, -5.2, -4.6, -7.2, -2.9, 6.9, -0.8
55. COc1ccc(S(=O)(=O)CCC(=O)N2CCN(c3ccccc3F)CC2)cc1
 : -6.7, 23.2, 3.4, 7.2, -12.0, -12.9, ., 3.1, 0.9
56. Cc1nnc(-c2cccc(Br)c2)c2cn(-c3ccccc3Cl)nc12
 : -17.4, 39.6, 2.0, 2.2, 6.5, 29.6, -13.3, 3.8, -4.4
57. CCc1ccc(NC(=O)Cc2ccc(-n3cccc3)cc2)cc1
 : -30.3, 32.6, -0.1, 7.0, 2.9, -19.2, -41.7, 2.3, 0.7
58. N#Cc1cc2cc3c(cc2nc1NCCNC(=S)NCCCN1CCOCC1)OCO3
 : -21.8, 3.3, 2.3, -3.0, 0.2, 2.9, 3.3, -0.1, 3.9
59. N#Cc1cnc2cc(-c3ccccc3)nn2c1N
 : 3.0, 18.3, -0.7, ., -21.7, 5.6, -6.7, 4.3, 1.1
60. CCc1cccc(C)c1N1C(=O)CC(C)(C)CC1=O
 : -17.2, 4.2, 0.3, ., -14.7, 7.8, -9.9, 1.1, -5.0

High-throughput results from PubChem.
